# NPY Y1 blocker: NPY-Y1 (human) receptor antagonism; HEK293-CNG Y1 cells, membrane potential fluorescence; NPY at EC95, then isoproterenol; inhibition, % at 3.6 µM; AID 1040; 200,000 compounds, 1% hits;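 active = inhibition above the campaign mean inhibition of all tested compounds plus 3 SD, cut at about 20% in these data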;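 also: 0% = DMSO wells given NPY plus isoproterenol and 100% = isoproterenol alone without NPY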
#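 material = HEK293 cells with Y1 receptor plus CNG channel | also added = NPY 25 nM then isoproterenol 1 µM plus Ro 20-1724 25 µM | schedule = dye 3 h, compound 60 min room temperature, stimulation 45 min | measured by = membrane potential fluorescence | benchmarks = high control isoproterenol alone, low control NPY with isoproterenol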
# NPY2 pot ag: potentiators or agonists of human neuropeptide Y receptor Y2. cells expressing NPY-Y2, potentiator/agonist read-out. 220,000 compounds, 0.45% hits. activation, % at 3.6 µM. P49146; in the data active = activation above about 27%;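 also: cells stimulated with NPY near EC25 plus isoproterenol at EC100; 0% = vehicle plus submaximal agonist and 100% = vehicle plus saturating agonist; some results beyond the cut were filed as inactive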
# Target sequence (P49146 whole entry, looked up): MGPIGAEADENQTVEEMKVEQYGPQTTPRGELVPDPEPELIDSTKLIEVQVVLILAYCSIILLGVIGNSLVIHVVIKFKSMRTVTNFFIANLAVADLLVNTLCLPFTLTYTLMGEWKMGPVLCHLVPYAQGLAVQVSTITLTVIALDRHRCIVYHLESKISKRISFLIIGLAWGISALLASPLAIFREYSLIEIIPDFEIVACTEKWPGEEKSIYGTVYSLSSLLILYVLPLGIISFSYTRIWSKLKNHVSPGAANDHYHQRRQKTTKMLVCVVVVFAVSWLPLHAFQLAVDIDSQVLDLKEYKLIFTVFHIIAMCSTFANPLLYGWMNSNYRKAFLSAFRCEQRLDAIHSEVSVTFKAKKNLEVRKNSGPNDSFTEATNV
# Mdm2 ligase inh: Mdm2 E3 ligase (human) inhibition. Q00987. cell-based MDM2 ubiquitination luciferase reporter, 2 h; 0 = plate control, 100 = twice control, blank-subtracted. signal enhancement, % at 5 µM. 210,000 compounds, 0.11% hits;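 active = signal enhancement of 30% or more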;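 also: luminescence tracks abundance of the self-degrading MDM2-luciferase fusion protein; higher signal means inhibition of MDM2 E3 ligase activity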
#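 Buffer or medium: Cells held in DMEM | Assay system: Stable mammalian line carrying autodegrading MDM2–luciferase fusion reporter | Quantity: 2000 cells/well | Times: 4 h settle plus 2 h compound, 37 °C | Doses: One concentration, 5 µM, with 0.2% DMSO | Technique: Luminescence with SteadyLite reagent, 15 min at room temperature | Benchmarks: Plate controls and plate blanks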
# Hck-Nef inh: inhibitors of human Hck kinase activated by Nef; P08631; Recombinant Hck-YEEI plus Nef, Z-Lyte FRET kinase assay; inhibition, % at 20 µM; 220,000 compounds, 0.68% hits;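 active = Hck-Nef kinase inhibition above about 50%, limit read from the data; inactive = inhibition below that limit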;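 also: 0% = DMSO with Hck plus Nef and 100% = Hck alone without Nef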
# Target sequence (P08631 whole entry, looked up): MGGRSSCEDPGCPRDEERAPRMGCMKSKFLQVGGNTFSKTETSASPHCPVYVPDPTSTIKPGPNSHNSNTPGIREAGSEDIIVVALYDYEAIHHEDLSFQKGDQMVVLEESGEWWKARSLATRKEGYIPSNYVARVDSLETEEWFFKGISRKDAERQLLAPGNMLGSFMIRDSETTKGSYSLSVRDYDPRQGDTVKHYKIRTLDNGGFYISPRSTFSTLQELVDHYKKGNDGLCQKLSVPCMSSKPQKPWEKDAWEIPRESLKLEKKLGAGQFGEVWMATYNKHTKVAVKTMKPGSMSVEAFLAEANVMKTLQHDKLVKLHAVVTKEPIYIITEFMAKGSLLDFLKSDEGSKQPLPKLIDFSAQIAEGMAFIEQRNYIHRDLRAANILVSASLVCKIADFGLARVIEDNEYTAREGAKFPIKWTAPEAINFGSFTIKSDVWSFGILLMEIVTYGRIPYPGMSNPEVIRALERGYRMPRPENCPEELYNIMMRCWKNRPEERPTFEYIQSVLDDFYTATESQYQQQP
# NPY-Y1 PAM-ag: human NPY-Y1 potentiation or agonism, primary screen | P25929 | NPY-Y1 expressing cells, potentiator/agonist activation | activation, % at 3.6 µM | 220,000 compounds, 0.37% hits; in the data active = activation above about 33%, passing the limit was not always enough;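 also: cells stimulated with NPY at EC10 then isoproterenol at EC100; 0% = low agonist plus stimulus and 100% = saturating agonist plus stimulus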
# Runt-SMMHC FRET: inhibitors of human RUNX1 Runt domain binding to CBFb-SMMHC; Q01196+Q13951; Cerulean-Runt/Venus-CBFb-SMMHC FRET ratio 530/480, 1 h; inhibition, % at 20 µM; 220,000 compounds, 0.74% hits; AID 1434;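 active = mean inhibition across duplicate retests at 20 µM reaching about 50%, limit read from the data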;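 also: 0% = DMSO wells and 100% = wells with excess untagged CBFb-SMMHC; inhibitors lower the FRET ratio by blocking Runt binding to CBFb-SMMHC; some results filed as inactive read as strong as hits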
# p97 ATPase inh: blocks human p97 ATPase activity. recombinant p97 ATPase, Kinase-Glo ATP luminescence, 3 h. inhibition, % at 8 µM. 220,000 compounds, 0.42% hits; in the data active = inhibition above about 15%;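 also: 0% = DMSO vehicle and 100% = wells lacking enzyme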
# Runt-CBFb FRET: Runt domain-CBFb interaction inhibition; Q01196+Q13951; Cerulean-Runt/Venus-CBFb FRET ratio 530/480, 1 h; inhibition, % at 20 µM; 220,000 compounds, 0.46% hits;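 active = inhibition over about 50% at 20 µM in the single-dose screen, limit read from the data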;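 also: 0% = DMSO wells and 100% = excess unlabeled CBFb competitor control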
#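 Measured by: fluorescence energy transfer, 422 nm excitation, 530/480 nm emission; test system: Cerulean-tagged RUNX1 Runt domain (FRET donor) fusion protein; buffer or medium: Tris pH 7.5 buffer with BSA; compound: one dose, 20 µM compound, 1% DMSO; times: two 1 h room-temperature incubations shielded from light; benchmarks: unlabeled CBFb 5 µM, positive control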
# RBBP9 inh: inhibitors of human serine hydrolase RBBP9; inhibition, % at 7.94 µM; AID 1515; 220,000 compounds, 0.2% hits; O75884; recombinant RBBP9, FP-Rh probe fluorescence polarization;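 active = inhibition above the campaign mean of all tested compounds plus 3 SD, cut at about 14% in these data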;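 also: plate controls were DMSO wells with RBBP9 for no effect and wells lacking RBBP9 protein for full effect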
# Target sequence (O75884 whole entry, looked up): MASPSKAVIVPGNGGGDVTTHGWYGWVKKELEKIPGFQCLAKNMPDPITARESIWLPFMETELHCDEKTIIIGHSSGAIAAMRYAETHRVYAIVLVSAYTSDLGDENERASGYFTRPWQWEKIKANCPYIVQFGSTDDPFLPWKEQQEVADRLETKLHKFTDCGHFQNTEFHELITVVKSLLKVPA
#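 Test system – recombinant human RBBP9 · Input – RBBP9 2.5 µM in dispensing solution, pre-mixing · Medium – Tris buffer pH 8.0, NaCl, Pluronic · Schedule – preincubation 30 min plus labeling 45 min at 25 °C · Measured by – fluorescence polarization · Measure – % inhibition · Controls – DMSO and no-protein wells · Replicates – one well per compound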
# * = called active by the depositor; / = no result given.
SMILES,NPY Y1 blocker,NPY2 pot ag,Mdm2 ligase inh,Hck-Nef inh,NPY-Y1 PAM-ag,Runt-SMMHC FRET,p97 ATPase inh,Runt-CBFb FRET,RBBP9 inh
COC(/C=C/Nc1ccc(C)cc1)=C(C#N)C#N,0,-2,-14,1,-4,3,4,3,-9
CCOc1ccc(S(=O)(=O)N2CCN(C(=O)c3cccn3C)CC2)cc1,4,-5,-9,1,16,-4,2,2,-7
CCOc1cc(S(=O)(=O)NCCN2CCOCC2)c(C)cc1C,5,-11,11,0,-2,-1,-5,2,-11
COCCn1c(SCC(=O)NCc2ccc3c(c2)OCO3)nnc1-c1c[nH]c2ccccc12,4,-9,-7,1,-12,1,-4,-2,7
C[n+]1cnn2c1SCC1(COC1)C2,2,16,-15,-1,1,6,-12,-1,-2
O=C(NCc1ccco1)/C(=C/c1ccco1)NC(=O)c1ccco1,0,7,-4,26,-25,-6,3,2,1
CCCn1c(NC(=O)c2ccc(Cl)c(S(=O)(=O)N3CCCC3)c2)nc2ccccc21,22*,-38,-5,73*,-74,4,3,1,-17
O=C(/C=C/c1ccc([N+](=O)[O-])cc1)N1CCN(c2ccccc2F)CC1,-3,0,5,11,14,-1,3,-3,-7
COc1cccc(Cn2cccc(NC(=O)Nc3ccc(C#N)cc3)c2=O)c1,1,-7,-18,-1,9,0,-1,-4,-7
COC(=O)c1ccc(C2NC(=S)N(c3ccccc3)C(C)=C2C(=O)Nc2ccccc2OC)cc1 (configuration not stated),3,1,-6,-2,0,4,3,0,-7
CC(=O)N1CCC(=NNC(=O)c2cccs2)CC1,-4,8,9,7,-15,0,3,-2,-3
O=C(NC1CCCCC1)N(Cc1ccc(F)cc1)Cc1nc2ccccc2c(=O)[nH]1,-4,-18,-9,-1,-23,-3,-3,0,-3
CS(=O)(=O)NN1C(=O)c2ccccc2NC1c1c[nH]c2ccccc12 (configuration not stated),1,10,-10,1,-7,1,4,0,4
CCCCOc1cccc(C(=O)N(Cc2ccco2)C2CCS(=O)(=O)C2)c1 (configuration not stated),-5,2,-10,0,16,3,-6,-2,-1
CCOc1cc(/C=C(\C#N)c2[nH]nc(N)c2C#N)ccc1O,5,1,-17,12,-25,38,7,31,3
COc1ccc(/C(O)=C2\C(=O)C(=O)N(c3cc(C)on3)C2c2ccccc2OC)cc1 (configuration not stated),-1,8,6,-5,29,-4,-1,0,0
c1ccc(CCNc2nc(-c3ccncc3)cs2)cc1,0,5,-9,32,22,0,4,-1,3
CC(C)n1c(NCc2ccc(N(C)C)cc2)nc2ccccc21,6,5,4,3,0,3,1,2,3
O=C1CCCc2nn(-c3ccccc3)c(-c3ccncc3)c21,-1,15,-13,5,2,2,2,2,0
O=C(Cn1c(=O)sc2ccccc21)Nc1nc2c(s1)CCCC2,4,7,-3,-6,-14,64,7,0,-9

# One compound at a time, from the list above. Screens in order: NPY Y1 blocker	NPY2 pot ag	Mdm2 ligase inh	Hck-Nef inh	NPY-Y1 PAM-ag	Runt-SMMHC FRET	p97 ATPase inh	Runt-CBFb FRET	RBBP9 inh
# Listed for c1ccc(CCNc2nc(-c3ccncc3)cs2)cc1 → 0	5	-9	32	22	0	4	-1	3
# Listed for COC(/C=C/Nc1ccc(C)cc1)=C(C#N)C#N → 0	-2	-14	1	-4	3	4	3	-9
# Listed for CCOc1cc(/C=C(\C#N)c2[nH]nc(N)c2C#N)ccc1O → 5	1	-17	12	-25	38	7	31	3
# Listed for CCOc1cc(S(=O)(=O)NCCN2CCOCC2)c(C)cc1C → 5	-11	11	0	-2	-1	-5	2	-11
# Listed for CS(=O)(=O)NN1C(=O)c2ccccc2NC1c1c[nH]c2ccccc12 (configuration not stated) → 1	10	-10	1	-7	1	4	0	4

# Further entries:
SMILES,NPY Y1 blocker,NPY2 pot ag,Mdm2 ligase inh,Hck-Nef inh,NPY-Y1 PAM-ag,Runt-SMMHC FRET,p97 ATPase inh,Runt-CBFb FRET,RBBP9 inh
Cc1ccccc1COC(=O)c1nn(-c2ccccc2)nc1N,19,-26,-5,20,-32,-3,-10,-5,-10
O=C(c1ccco1)N(CCC(c1ccccc1)c1ccco1)Cc1ccccc1 (configuration not stated),15,2,-20,9,3,-3,-4,3,-7
COc1ccccc1NC(=O)c1csc2c1CCCC2,4,2,-18,1,-12,-1,-2,0,-6
COc1ccc(/C=N/NC(=O)CNC(=O)c2ccc(S(=O)(=O)N3CCOCC3)cc2)c(OC)c1,3,8,3,0,29,7,1,-6,-4
CCCCCCCc1c(C#N)c(N)[nH]c(=S)c1C#N,/,-18,-5,6,16,10,7,22,-4
O=c1c(C(c2ccc(Br)cc2)c2c(O)nc3n(c2=O)CCCS3)c(O)nc2n1CCCS2,/,4,-7,23,-1,-3,-5,-2,-12
Cc1cc(C)nc(SCc2nnc(SCC(=O)Nc3nccs3)n2C)n1,2,2,2,9,-13,3,9,-2,-2
COC(=O)c1c(SCc2cccc3ccccc23)nc(=O)[nH]c1C,/,-32,/,6,-3,-4,-3,-2,-5
C=CCN1CCN(C(c2cccc(OC)c2OC)c2nnnn2CCC(C)C)CC1 (configuration not stated),12,9,-4,-2,-4,-2,0,-7,-1
Cc1ccc(N2CCN(/N=C/C(Cl)=C/c3ccccc3)CC2)cc1,2,9,-2,30,14,-6,3,1,-6
CCO[C@H]1OC(C(=O)NCc2ccccc2)=C[C@@H](C2CC2)[C@@H]1CCCO,1,-2,/,-12,-16,1,0,0,-13
COc1cccc(C(=O)/C=C/Nc2ccc(S(=O)(=O)Nc3onc(C)c3C)cc2)c1,8,6,-11,3,2,3,-6,1,-5
C=C(C)c1cccc(C(C)(C)NC(=O)N2CCC(C(N)=O)CC2)c1,1,-7,-16,17,2,0,1,1,-5
COC(=O)c1ccc2nc(Nc3nc4ccc(F)cc4s3)sc2c1,9,2,-72,14,-7,30,3,16,-4
O=C(COC(=O)c1ccccc1NC(=O)c1ccco1)Nc1ncc(Cl)cc1Cl,2,-3,-15,0,-5,-6,3,0,1
COc1ccccc1NC(=O)c1cc(OC)c(OC)cc1[N+](=O)[O-],-4,4,-18,-3,4,-3,1,0,3
CCCSc1nnc(N2C(=O)CC(c3ccsc3)C3=C2CCCC3=O)s1 (configuration not stated),3,-19,-9,21,-18,-1,5,0,6
O=S(=O)(NN=C1CCCCC1)c1ccccc1,4,-7,-2,16,14,/,2,/,-3
CCCOC(=O)C1=C(C)NC2=C(C(=O)C(C(=O)OC)C(C)C2)C1c1ccc(N(C)C)cc1 (configuration not stated),-3,12,4,5,-4,18,0,1,-12
O=C(Nc1ccc(-c2nnc3n2CCCCC3)cc1)c1ccco1,0,6,-3,-1,-1,-4,-5,-1,-15
Cc1nc(-c2cccnc2)sc1C(=O)Nc1ccc(C(F)(F)F)cc1,8,-37,1,0,-16,-3,0,-3,-7
O=C(O)CCc1ccc(-c2ccc(F)cc2)n1CC(=O)O,-2,-6,-2,-1,-7,6,-5,6,-16
CC(=O)/C(=C/N(C)C)Sc1ccc(C)cc1,6,8,10,-2,7,-1,2,2,1
COc1ccc(C(=O)C2CCCN(Cc3cccn3-c3ccccn3)C2)c(OC)c1 (configuration not stated),27*,-36,0,24,-28,2,1,0,-2
Cc1cc(=S)n(-c2ccccc2)n1C,-2,17,-11,2,-3,2,0,7,4
Cc1cccc(NS(=O)(=O)Cc2ccccc2)n1,-5,8,1,5,2,-3,3,-2,3
O=C(NCc1nc2ccccc2[nH]1)c1cccc(S(=O)(=O)N2CCCC2)c1,2,5,-1,3,21,0,3,0,0
O=C(Nc1nc(-c2ccccc2)cs1)c1ccc2c(c1)S(=O)(=O)c1ccccc1C2=O,-2,4,-11,4,-8,-3,-7,1,-9
CCn1c(SCC(=O)Nc2ccc(C)cc2)nnc1-c1ccccn1,/,11,-3,10,14,0,3,0,1
O=C(CCNS(=O)(=O)c1ccc(Cl)cc1)N1CCN(Cc2ccccc2)CC1,-2,-11,-2,1,-6,2,2,-2,-4
Cc1ccc2c(c1)N=C(c1ccc(F)cc1)CO2,6,-2,-10,2,-9,-3,3,0,-10
N#Cc1cc2[nH]c3ccccc3c2[n+](-c2ccc([N+](=O)[O-])cc2)c1N,2,8,-12,19,24,0,5,-1,-2
O=C(NCCCn1ccnc1)c1cc2c(ccc3ccccc32)o1,1,-2,-12,26,-13,0,1,-1,-4
COc1ccccc1N1CCN(Cc2ccc(O)c3ncccc23)CC1,3,20,-7,1,-1,6,4,27,0
O=C(Cc1ccc(F)cc1)OCC(=O)c1cc2ccccc2o1,5,-18,-19,2,-20,-6,0,-1,-8
Cc1ccc2nc(C)c(C(=O)NN=C3CCCCCC3)n2c1,1,20,-3,21,21,0,5,-2,-5
CC(CCc1ccccc1)NC(=O)c1cccs1 (configuration not stated),-3,-5,-3,-1,-15,4,-3,-1,-7
O=CN1CCN(C(=O)c2ccccc2F)CC1,2,-14,-10,-1,8,2,2,0,0
COC(=O)c1cc(Br)c(=O)n(CCN2CCOCC2)c1,-4,4,1,3,13,0,0,-1,1
COc1ccc2[nH]cc(C(=O)CN3CCCCC3C)c2c1 (configuration not stated),-1,9,-16,3,5,3,4,1,5
COC(=O)c1c(C)[nH]c(C(=O)OCC(=O)NCC(C)C)c1C,-3,3,-19,0,11,-1,0,-2,-3
O=C(c1ccco1)N1CCN(c2nnc(-c3ccccc3)c3ccccc23)CC1,0,12,-5,0,-17,-2,-2,5,-4
Cc1ccsc1/C=N/n1c(-c2ccccc2)n[nH]c1=S,5,-1,-4,4,-12,16,1,18,-3
CSc1ccc(C(=O)C2CCCN(C(=O)Cc3nonc3C)C2)cc1 (configuration not stated),-2,-23,-2,4,21,3,0,1,4
Cc1ccc(OCC(=O)OC2CCCN(C)C2)cc1 (configuration not stated),1,-12,0,20,-15,-2,0,2,-10
Cc1ccc(-c2nnn(CC(=O)NCCc3ccc4c(c3)OCO4)n2)cc1,9,-18,-5,-4,-23,-1,2,-2,3
Cc1ccc(-c2csc(NNC(=O)c3ccccc3)n2)cc1,-5,12,3,1,17,3,3,9,-9
COc1ccc(C[C@H]2CN3C(=NC[C@@H]3C(C)C)N2CCNC(=O)c2ccc(C)c(Br)c2)cc1,11,-39,/,-26,-19,-1,9,-1,0
COc1ccccc1N1CCN(C(=S)Nc2ccc(S(=O)(=O)N3CCOCC3)cc2)CC1,10,-25,-15,-14,-2,1,4,-1,-2
